TRPC6 inh: inhibitors of mouse TRPC6 channel. HEK293-TRPC6, membrane potential dye, ACh-evoked depolarization; active compounds read low. AID 2553. B-score at 10 µM. 1.1% of 310,000 active;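 active means B-score under library mean minus 3 SD, initial fluorescence not abnormally high, positive integrated signal ratio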;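 further: B-score derived from integrated fluorescence ratio over the kinetic read; more negative B-score means stronger inhibition of depolarization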
Target sequence (Q61143 whole entry, looked up): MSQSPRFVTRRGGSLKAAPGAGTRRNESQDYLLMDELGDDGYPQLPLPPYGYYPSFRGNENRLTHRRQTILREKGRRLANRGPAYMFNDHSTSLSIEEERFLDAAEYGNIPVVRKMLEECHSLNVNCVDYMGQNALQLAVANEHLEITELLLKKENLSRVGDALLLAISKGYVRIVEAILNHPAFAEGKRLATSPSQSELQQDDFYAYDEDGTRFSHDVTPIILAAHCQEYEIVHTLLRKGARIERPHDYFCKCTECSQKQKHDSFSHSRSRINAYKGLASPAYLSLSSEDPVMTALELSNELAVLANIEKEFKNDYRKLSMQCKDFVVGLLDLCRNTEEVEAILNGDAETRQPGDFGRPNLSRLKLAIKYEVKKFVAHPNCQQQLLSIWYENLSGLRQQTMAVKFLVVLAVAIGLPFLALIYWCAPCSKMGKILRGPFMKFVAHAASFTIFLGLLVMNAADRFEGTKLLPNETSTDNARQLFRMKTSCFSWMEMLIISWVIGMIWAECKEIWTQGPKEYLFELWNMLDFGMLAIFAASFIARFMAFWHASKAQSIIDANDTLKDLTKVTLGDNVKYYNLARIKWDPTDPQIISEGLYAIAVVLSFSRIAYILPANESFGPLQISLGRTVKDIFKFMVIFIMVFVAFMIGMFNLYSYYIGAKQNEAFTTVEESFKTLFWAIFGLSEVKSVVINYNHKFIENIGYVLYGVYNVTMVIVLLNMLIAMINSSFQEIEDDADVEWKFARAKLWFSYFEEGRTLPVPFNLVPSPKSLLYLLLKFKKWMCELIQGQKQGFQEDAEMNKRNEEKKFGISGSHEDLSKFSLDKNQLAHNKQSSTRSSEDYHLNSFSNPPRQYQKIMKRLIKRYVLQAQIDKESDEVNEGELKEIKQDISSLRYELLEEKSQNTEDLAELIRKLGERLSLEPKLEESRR
SKKanGAS inh: blocks kanamycin growth of S. pyogenes SKKanGAS strain | BacTiter-Glo, 6 h | inhibition, % at 7.5 µM | 1.3% of 300,000 active | AID 1662;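 active means mean replicate score, as percent of positive control median, at least 50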;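 further: strain carries kanamycin resistance gene driven by streptokinase promoter and grows in 40 µg/ml kanamycin; loss of luminescence reflects streptokinase promoter inhibition or plain growth inhibition; 0% = median of DMSO wells and 100% = positive control at its reference dose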
TRPC6 act: activators of mouse TRPC6 channel; HEK293-TRPC6 membrane potential dye fluorescence; active compounds read high; B-score at 10 µM; 0.13% of 310,000 active;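 active means B-score of the integrated fluorescence ratio above library mean plus 3 SD, and starting fluorescence ratio within library mean plus 5 SD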;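 further: higher score means more depolarization so channel activation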
TRPC4 potent: allosterically enhances the mouse TRPC4 cation channel. Q9QUQ5. HEK293 TRPC4beta/mu-opioid, DAMGO EC20, Fluo-4 Ca2+ flux; active compounds read high. B-score at 10 µM. 0.42% of 310,000 active. AID 2227;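 active means B-score of calcium response area above 5 SD of library B-scores, with initial fluorescence ratio within 5 SD of library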;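 further: B-score of integrated fluorescence ratio over time as area under calcium response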
MrgX1 antagonist: human MrgX1 receptor antagonism, primary screen. Q96LB2. MRGX1-HEK293 calcium flux, Fluo-4, BAM8-22 antagonism; active compounds read low. B-score at 10 µM. 1.3% of 310,000 active. AID 588676;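 active means calcium-response B-score plate-corrected more than 3 library SD below zero, starting fluorescence within 5 deviations, no agonist response on first addition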;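 further: peak minus trough fluorescence over baseline after final BAM8-22 challenge near maximal dose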
TRPC4 block: inhibitors of mouse TRPC4 channel; Q9QUQ5; HEK293 TRPC4beta/mu-opioid, DAMGO-evoked Fluo4 calcium flux; active compounds read low; B-score at 10 µM; 0.39% of 300,000 active; AID 2247;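 active means B-score over 3 SD under the library average, no early fluorescence shift, positive overall ratio signal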
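Signal: kinetic Fluo4 fluorescence imaging of calcium influx. Material: stable TRPC4beta/mu-opioid receptor HEK293 cells. Probe or stimulus: DAMGO in two steps, submaximal then maximal.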
MrgX1 agonist: agonists of human MrgX1 receptor | Q96LB2 | MrgX1-HEK293 cells, Fluo-4 calcium fluorescence, agonist mode; active compounds read high | B-score at 10 µM | 0.44% of 310,000 active;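 active means calcium response B-score plate-corrected fluorescence ratio at least 3 library SD, with starting fluorescence B-score inside 5 SD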
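Material – MrgX1-expressing HEK293 cells · Input – 15,000 cells seeded per well · Dosing – compound as first of three additions · Times – overnight seeding, then 1 h dark dye loading · Measured by – kinetic Fluo-4 NW fluorescence of intracellular calcium · Read-out – B-scored fluorescence response ratio · Benchmarks – positive and negative control wells on each plate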
TRPC4 agonist: TRPC4 (mouse) channel activation. B-score at 10 µM. Q9QUQ5. 0.49% of 310,000 active. HEK293 TRPC4beta/mu-opioid, Fluo4 calcium fluorescence; active compounds read high;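 active means B-score above 5 SD of library B-scores, and initial fluorescence ratio not above library mean plus 5 SD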;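 further: positive B-score marks a calcium rise read as TRPC4 activation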
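System – HEK293 cells stably co-expressing mouse TRPC4beta and mu-opioid receptor · Signal – Fluo4 calcium-sensitive dye fluorescence, kinetic, 1 Hz baseline · Benchmarks – buffer (low) and maximal DAMGO (high) · Read-out – B score of integrated fluorescence ratio per well · Incubation – dye loading 45 min room temperature, 110 s kinetic read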
TMEM16A act: activates or potentiates the mouse TMEM16A chloride channel; B-score at 10 µM; HEK293 TMEM16A/YFP-H148Q/I152L, iodide quench fluorescence; active compounds read low; Q8BHY3; AID 623877; 0.3% of 340,000 active;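 active means fluorescence-ratio B-score plate-corrected deviation score at least 3 library SD below zero, with starting fluorescence score within 5 deviations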;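 further: channel opened by trigger with iodide after compound preincubation; score built on the fluorescence ratio of max minus min over baseline; more negative score means more quench and so TMEM16A activation or potentiation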
ANO1 block: blocks the mouse calcium-activated chloride channel TMEM16A; Q8BHY3; HEK293 TMEM16A/YFP iodide influx fluorescence, ionomycin; normalized B-score (activity score, 25-100; higher = stronger inhibition) at 10 µM; 1.2% of 310,000 active; AID 588511;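 active means ratio plate-corrected score three or more library SD toward inhibition, starting fluorescence score within five deviations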;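 further: score derived from kinetic fluorescence span divided by baseline fluorescence per well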
MrgX1 allo act: allosterically activates human MrgX1 receptor signaling. B-score at 10 µM. Q96LB2. MrgX1-HEK293, Fluo-4 calcium flux, FDSS; active compounds read high. 0.63% of 310,000 active. AID 588675;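 active means plate-corrected calcium response at least 3 library SD above typical, normal starting fluorescence, not activating the receptor alone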;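 further: compound read alongside a low EC10 to EC30 dose of BAM8-22 agonist; peak minus trough fluorescence over baseline measured at the second addition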
The depositor's hits bear a star; i = inactive; · = no result given.

Screens in order: TRPC6 inh	SKKanGAS inh	TRPC6 act	TRPC4 potent	MrgX1 antagonist	TRPC4 block	MrgX1 agonist	TRPC4 agonist	TMEM16A act	ANO1 block	MrgX1 allo act
#1 C/C(CC(=O)NCCN1CCOCC1)=N\NC(=O)c1ccncc1
    i	1	i	i	i	i	i	i	i	i	i
#2 Cc1ccc(NC(=O)c2ccc(Cl)c(NC(=O)c3cccs3)c2)cc1
    i	4	i	i	i	i	i	i	i	i	i
#3 CCOC(=O)c1nn(-c2ccc(C)c(C)c2)cc1O
    i	-3	i	i	i	i	i	i	i	i	i
#4 Cn1c(=O)cc(Cl)[nH]c1=O
    i	1	i	i	i	i	i	i	i	i	i
#5 CC(Oc1ccccc1)c1nnc(SCC(=O)NC2CC2)n1C (stereo unspecified)
    i	-2	i	i	i	i	i	i	i	i	i
#6 CCC1C(=O)NCCN1C(=O)c1cccc(OC2CCN(S(=O)(=O)N(C)C)CC2)c1 (stereo unspecified)
    i	-2	i	i	i	i	i	i	i	i	i
#7 COc1cccc(-n2ccnc2SCC(=O)Nc2ccccc2)c1
    i	1	i	i	i	i	i	i	i	i	i
#8 COc1cc(OC)c(OC)cc1CNCCNC(=O)c1nonc1N
    i	1	i	i	i	i	i	i	i	i	i
#9 CC[C@H](C)/C=C(C)/C=C/C1=CC2=CC(=O)[C@]3(C)OC(=O)[C@@H](C(C)=O)[C@@H]3C2=CO1
    i	13	i	i	i	i	i	i	i	i	i
#10 COC(=O)c1ccccc1NC(=O)CSc1nnc(C(CO)NC(=O)c2ccccc2Cl)n1C (stereo unspecified)
    i	-2	i	i	i	i	i	i	i	i	i
#11 CCC1=C(OC(=O)N(CC)CC)N2C(=O)OC(=NCCc3c[nH]c4ccccc34)[C@]2(C)[C@H]2C1=CC[C@H]1C(=O)N(CC)C(=O)[C@H]12
    i	2	i	i	i	i	i	i	i	i	i
#12 COc1ccc(N2C(=O)CC(N(CCc3ccccc3)C(=O)/C=C/C(=O)O)C2=O)cc1 (stereo unspecified)
    i	-1	i	i	i	i	i	i	i	i	i
#13 Cc1ccc(-c2nnn(CC(=O)N(c3ccccc3)C(C(=O)NC3CCCC3)c3ccco3)n2)o1 (stereo unspecified)
    i	0	i	i	i	i	i	i	i	i	i
#14 Cc1cc(C)c2c(c1)-c1c(ssc1=S)C(C)(C)N2C(=O)CN1C(=O)c2ccccc2C1=O
    i	7	i	i	i	i	i	i	-13*	i	i
#15 COc1ccc2oc(C(=O)NCCC(C)C)c(C)c2c1
    i	-4	i	i	i	i	i	i	i	i	i
#16 CCOc1ccc(CCNC(=O)Cn2cccc2C(=O)c2ccccc2)cc1OCC
    i	-3	i	i	i	i	i	i	i	i	i
#17 CN(Cc1cccc([N+](=O)[O-])c1)Cc1cccc2ccccc12
    i	24	i	i	i	i	i	i	i	i	i
#18 Cc1cc(C(=O)NC2CCN(Cc3ccccc3)CC2)n[nH]1
    i	1	i	i	i	i	i	i	i	i	i
#19 Brc1ccc(-n2cc(-c3ccccc3)c3c(NN4CCOCC4)ncnc32)cc1
    i	9	i	i	i	i	i	i	i	i	i
#20 C=CCNCCOCCSc1ccc(Cl)cc1
    i	4	i	i	i	i	i	i	i	i	i
#21 CC(C)Nc1nc2c(c(=O)n(C)c(=O)n2C)n1C
    i	-3	i	i	i	i	i	i	i	i	i
#22 O=C(CSc1cccc[n+]1[O-])NC(=O)c1ccc(OC(F)F)cc1
    i	-8	i	i	i	i	i	i	i	i	i
#23 CCOC(=O)c1ccc(NC(=O)c2ccc(CN3CCOCC3)cc2)cc1
    i	3	i	i	i	i	i	i	i	i	i
#24 Cc1n[nH]c(=O)nc1N1CCN(c2ccccc2)CC1
    i	-5	i	i	i	i	i	i	i	i	i
#25 Cc1ccccc1NC(=S)N(C)C1(c2ccccc2Cl)CCCCC1=O (stereo unspecified)
    i	-2	i	i	i	i	i	i	i	i	i
#26 COc1ccc(/C(O)=C2/C(=O)C(=O)N(CCN(C)C)C2c2ccc(OC)c(OC)c2)c(C)c1 (stereo unspecified)
    i	-5	i	i	i	i	i	i	i	i	i
#27 CCC[C@@H]1C[C@@H](C(=O)N[C@@H](C2O[C@H](SC)[C@H](O)[C@@H](O)[C@H]2O)[C@H](C)Cl)N(C)C1 (stereo partly specified)
    i	104*	i	i	i	i	i	i	·	i	i
#28 Cc1cc(C)cc(NC(=O)Nc2cc(S(=O)(=O)N(C)C)ccc2C)c1
    i	-1	i	i	i	i	i	i	i	i	i
#29 Oc1ccccc1N1CCN(C(=S)Nc2ccc(SC(F)F)cc2)CC1
    i	6	i	i	i	i	i	i	i	i	i
#30 O=C(COC(=O)/C=C/c1cccs1)Nc1cccc(S(=O)(=O)N2CCOCC2)c1
    i	17	i	i	i	i	i	i	i	i	i
#31 c1ccc(Nc2nc(N3CCCCC3)nc(N3CCCCC3)n2)cc1
    i	84*	i	i	i	i	i	i	i	i	i
#32 C/C(=C\c1ccccc1F)C(=O)c1c(C)cc(C)[nH]c1=O
    i	-2	i	i	i	i	i	i	i	i	i
#33 Cc1ccc(N=C2NC(=O)/C(=C/c3cccnc3)S2)c(C)c1
    i	-1	i	i	i	i	i	i	i	i	i
#34 O=C(N/N=C/c1cc2c(cc1[N+](=O)[O-])OCO2)c1ccc2c(c1)OCO2
    i	1	i	i	i	i	i	i	i	i	i
#35 O=C(O)CCCCCCCCCC[n+]1ccccc1
    i	-9	i	i	i	i	i	i	i	i	i
#36 CC(C)CC1C(C#N)=C(N)Oc2n[nH]c(-c3cccs3)c21 (stereo unspecified)
    i	8	i	i	i	i	i	i	i	i	i
#37 CCOc1ccc(-n2c(Cc3cc(=O)[nH]c(=O)[nH]3)nnc2SC(C)C)cc1
    i	9	i	i	i	i	i	i	i	i	i
#38 Cn1c(=O)[nH]c(=O)c2c1nc(Br)n2CC(O)c1ccccc1 (stereo unspecified)
    ·	2	·	·	i	·	i	·	i	i	i
#39 Cn1nnnc1SCc1ccc(C(=O)Nc2ccc(Br)cc2)cc1
    i	-1	i	i	i	i	i	i	i	i	i
#40 N=C1C(c2ccccc2)=C(O)CN1NC(=O)c1ccccc1
    i	2	i	i	i	i	i	i	i	i	i
#41 CC1(C)OC(=O)N(CCC(=O)Nc2cccc(F)c2)C1(C)O (stereo unspecified)
    i	-10	i	i	i	i	i	i	i	i	i
#42 CC(C)(C)c1ccc(-c2ccc3c(c2)S(=O)(=O)c2ccccc2C3=O)cc1
    i	6	i	i	i	i	i	i	i	i	i
#43 CN(CC(=O)Nc1cccc(F)c1)C(=O)c1cc([N+](=O)[O-])ccc1N1CCCCC1
    i	-12	i	i	i	i	i	i	i	i	i
#44 CSCCC(NC(=O)c1ccccc1C)C(=O)O (stereo unspecified)
    i	2	i	i	i	i	i	i	i	i	i
#45 CN(C)CCC1c2ccc(Cl)cc2CCc2cccnc21 (stereo unspecified) (tested in a mixture with another compound)
    i	16	i	i	i	i	i	i	i	i	i
#46 C=C(C)Cn1c(=O)c2c(nc3n2CCCN3Cc2ccccc2)n(C)c1=O
    i	12	i	i	i	i	i	i	i	i	i
#47 COCCn1c(SC(C)C(=O)NC2CCCCC2C)nc2ccccc2c1=O (stereo unspecified)
    i	-4	i	i	i	i	i	i	i	i	i
#48 CC1(C(=O)O)COC(c2ccc(Cl)cc2)OC1 (stereo unspecified)
    i	0	i	i	i	i	i	i	i	i	i
#49 Cc1cccc(NC(=O)c2cc(NC(=O)C3CCCCC3C(=O)O)ccc2N2CCCCC2)c1 (stereo unspecified)
    ·	·	·	·	i	·	i	·	i	i	i
#50 COc1cc(C(=O)N2CCN(Cc3ccc4c(c3)OCO4)CC2)c([N+](=O)[O-])cc1OC
    i	1	i	i	i	i	i	i	i	i	i
#51 CCOC(=O)CNC(=S)N(Cc1ccc(C)cc1)Cc1ccc(C)o1
    i	-2	i	i	i	i	i	i	i	i	i
#52 CCN(CC)S(=O)(=O)c1cc(NS(=O)(=O)c2c(Cl)cccc2Cl)ccc1C
    i	3	i	i	i	i	i	i	i	i	i
#53 CCOc1ccc(/C=c2\sc3nc(-c4ccco4)nn3c2=O)cc1OCC
    i	·	i	i	i	i	i	i	i	i	i
#54 CNc1nc(-c2ccc3c(c2)CCN3C(=O)CC(C)(C)C)c(C)s1
    i	9	i	i	i	i	i	i	i	i	i
#55 Cc1cc(C)nc(SCC(=O)c2ccc(F)cc2)n1
    i	-4	i	i	i	i	i	i	i	i	i
#56 COc1cccc(-c2nnc(SCC(=O)Nc3ccc4c(c3)OCCO4)n2Cc2ccco2)c1
    i	10	i	i	-6.4*	i	i	i	i	i	i
#57 Cc1cc2c3ccccc3ncn2n1
    i	-1	i	i	i	i	i	i	i	i	i
#58 O=S(=O)(Nc1ccc(N2CCOCC2)cc1)c1ccc(F)cc1
    i	0	i	i	i	i	i	i	i	i	i
#59 Cc1noc(C)c1C(=O)OCC(=O)Nc1ccccc1Oc1ccccc1
    i	0	i	i	i	i	i	i	i	i	i
#60 O=c1ccc2ccc(Oc3ccc([N+](=O)[O-])cc3[N+](=O)[O-])cc2o1
    i	2	i	i	i	i	i	i	·	i	i
#61 O=C(O)CCC1c2cc3c4cc2OC2Oc5cc6c(cc51)C(CCC(=O)O)c1cc5c7cc1OC(O6)c1cc6cc(c1)Oc1cc(cc(C(=O)O)c1)Oc1cc8cc(c1)C(Oc1cc(c(cc1C5CCC(=O)O)C3CCC(=O)O)OC(O4)c1cc(cc(c1)Oc1cc(cc(C(=O)O)c1)O8)Oc1cc(cc(C(=O)O)c1)Oc1cc(cc2c1)Oc1cc(cc(C(=O)O)c1)O6)O7 (stereo unspecified)
    i	11	186*	i	i	i	29*	43*	·	25*	i
#62 CCCCn1c(N)c(N(CC)C(=O)CSCC(=O)Nc2ccc(OC)cc2)c(=O)[nH]c1=O
    i	31	i	i	i	i	i	i	i	i	i

Not a hit list. About 6.7% of those tested had a hit in this group.
